Bioassay records from PubChem.
CHT allo act: CHT positive allosteric modulators, primary screen, cell-based, membrane potential dye, choline EC20; B-score at 10 µM; CHT-expressing cells; active compounds read high; LV-AA mutant CHT in HEK293 cells; 310,000 compounds, 0.49% hits; High affinity choline transporter 1 (Homo sapiens), Q9GZV3; AID 488977, 2010;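 active = initial fluorescence not abnormally high and integrated response B-score, plate-corrected, over 3 SD above library mean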
Target sequence (Q9GZV3 whole entry, looked up): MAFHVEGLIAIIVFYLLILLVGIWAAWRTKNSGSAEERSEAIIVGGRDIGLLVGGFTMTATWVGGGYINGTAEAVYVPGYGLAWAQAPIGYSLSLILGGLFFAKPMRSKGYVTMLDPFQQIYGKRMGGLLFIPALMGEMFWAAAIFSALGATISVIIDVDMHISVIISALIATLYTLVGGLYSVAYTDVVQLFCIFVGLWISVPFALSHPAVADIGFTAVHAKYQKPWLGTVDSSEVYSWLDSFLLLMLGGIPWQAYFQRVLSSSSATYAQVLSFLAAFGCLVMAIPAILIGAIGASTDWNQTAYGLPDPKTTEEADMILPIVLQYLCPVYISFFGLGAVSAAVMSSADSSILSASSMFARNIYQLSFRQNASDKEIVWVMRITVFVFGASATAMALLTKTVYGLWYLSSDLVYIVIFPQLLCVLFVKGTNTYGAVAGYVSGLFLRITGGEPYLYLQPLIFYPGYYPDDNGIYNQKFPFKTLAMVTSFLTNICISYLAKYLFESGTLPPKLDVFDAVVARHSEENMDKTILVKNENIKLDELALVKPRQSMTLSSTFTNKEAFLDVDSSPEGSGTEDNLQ
CHT inh: inhibitors of human choline transporter CHT; High affinity choline transporter 1 (Homo sapiens), Q9GZV3; CHT-expressing cells, membrane potential dye, choline response; active compounds read low; B-score at 10 µM; 310,000 compounds, 0.86% hits;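 active = B-score over 3 SD under the library average, and starting fluorescence ratio not unusually high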;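 also: choline stimulus applied at its EC90 after an EC20 pre-addition; B-score computed on integrated fluorescence ratio after choline addition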
Numbers without * were called inactive; i = inactive.

Start of the data: the first 3 compounds, to show the layout:
Results follow in this order: CHT allo act, CHT inh
CO[C@@]1(NC(=O)C2SC(=C(C(N)=O)C(=O)O)S2)C(=O)N2C(C(=O)O)=C(CSc3nnnn3C)CS[C@@H]21 (some centres undefined)
    i, i
COCC(C)NC(=O)c1ccc2nc(-c3ccccc3)c(-c3ccccc3)nc2c1 (centres undefined)
    i, i
O=C(Cc1ccccc1)CC1(O)C(=O)Nc2ccccc21 (centres undefined)
    i, i

The list itself, from the first entry:
Results follow in this order: CHT allo act, CHT inh
CO[C@@]1(NC(=O)C2SC(=C(C(N)=O)C(=O)O)S2)C(=O)N2C(C(=O)O)=C(CSc3nnnn3C)CS[C@@H]21 (some centres undefined)
    i, i
COCC(C)NC(=O)c1ccc2nc(-c3ccccc3)c(-c3ccccc3)nc2c1 (centres undefined)
    i, i
O=C(Cc1ccccc1)CC1(O)C(=O)Nc2ccccc21 (centres undefined)
    i, i
CCNC(=S)N1CCN(CC)CC1
    i, i
Cc1cc(O)c(N=Cc2cc3c(cc2[N+](=O)[O-])OCO3)cc1C
    i, i
O=C(NC(=S)N1CCOCC1)c1cc2ccccc2o1
    i, i
O=C(CN1C(=O)COc2ccc(Cl)cc21)NC1CC1
    i, i
Oc1ccc(C[C@@H]2CNCCN2CCC23CC4CC(CC(C4)C2)C3)cc1
    i, i
COc1ccc(F)c(C2C(C#N)=C(N)Oc3n[nH]c(C(C)(C)C)c32)c1 (centres undefined)
    i, i
O=C(NNC(=O)c1ccc(Cl)c([N+](=O)[O-])c1)c1ccncc1
    i, i

Part of the list above, field by field.
O=C(NNC(=O)c1ccc(Cl)c([N+](=O)[O-])c1)c1ccncc1
  CHT allo act: i | CHT inh: i
O=C(CN1C(=O)COc2ccc(Cl)cc21)NC1CC1
  CHT allo act: i | CHT inh: i
O=C(NC(=S)N1CCOCC1)c1cc2ccccc2o1
  CHT allo act: i | CHT inh: i

Following part.
Results follow in this order: CHT allo act, CHT inh
NS(=O)(=O)c1ccc(CCNC(=O)Cc2ccc(S(=O)(=O)N3CCOCC3)s2)cc1
    i, i
COc1ccc(-n2c(SCC(=O)Nc3ccccc3C)nc(O)c(Cc3ccccc3)c2=O)cc1
    i, i
COc1ccc2cc3c(N)nn(C(=O)c4ccc(F)cc4)c3nc2c1
    i, i
COc1cc(-c2nc(S(=O)(=O)c3ccc(C)cc3)c(N(C)C)o2)cc(OC)c1OC
    i, i
COc1ccc([C@@H]2[C@@H]3C(=O)N(C(C)(C)C)C(=O)[C@@H]3[C@]3(Cc4ccccc4)C(=O)N(c4cccc(Br)c4)C(=O)N23)cc1
    i, i
O=C(C[n+]1cccc(CNC(=O)c2ccc(OC(F)F)cc2)c1)Nc1ccc(SC(F)F)cc1
    i, i
COC(=O)c1sc2ccccc2c1NC(=O)c1ccc(S(=O)(=O)N2CCCC(C)C2)cc1 (centres undefined)
    i, i
Cn1ccnc1C(=O)C1CCCN(Cc2cn[nH]c2-c2ccc(-c3ccccc3)cc2)C1 (centres undefined)
    i, i
CC1(C(=O)NNC(=O)c2cccc([N+](=O)[O-])c2)CC1(Br)Br (centres undefined)
    i, i
COc1ccccc1Nc1ncccc1[N+](=O)[O-]
    i, i

Further entries follow:
Results follow in this order: CHT allo act, CHT inh
CSc1ccc(S(=O)(=O)N2CCC(C(=O)NCCc3ccccc3)CC2)cc1
    i, i
CC1=C(C#N)C(NC(=O)c2cccc(Cl)c2)(C(F)(F)F)C(=O)N1 (centres undefined)
    i, i
CCOc1ccc(NC(=O)c2cccc3c2C(=O)N(CC2CCCO2)C3)cc1 (centres undefined)
    i, i
N#Cc1sc2nc3c(cc2c1N)CCCC3
    i, i
O=C(c1ccccc1)N1CCN(C2CCCCC2)CC1
    i, i
COc1ccccc1Nc1nc(Cl)nc(Nc2ccccc2OC)n1
    i, i
Cc1onc(-c2c(Cl)cccc2Cl)c1C(=O)OCC(=O)c1ccccc1
    i, i
CC1CN(C(=O)c2ccc(COCC(F)(F)F)o2)CC(C)O1 (centres undefined)
    i, i
CCCCn1c(N)c(N(CCOC)C(=O)c2ccc(COc3ccccc3)o2)c(=O)[nH]c1=O
    6.7*, i
O=C(O/N=C1/CCCc2occc21)c1ccc(Cl)cc1Cl
    i, i

(listing goes on)
Results follow in this order: CHT allo act, CHT inh
O=C(N/N=C/c1cc(Br)ccc1O)C(=O)Nc1ccccc1OC(F)(F)C(F)F
    i, i
COc1ccc(CN(Cc2ccc(OC)cc2)C(=O)c2cccs2)cc1
    i, i
CCOC(=O)C1=C(C)N=C2SC(C)C(=O)N2C1c1cccc(F)c1 (centres undefined)
    i, i
COc1ccc(OC)c(-n2c(CN3CCC(C(N)=O)CC3)nc3ccccc3c2=O)c1
    i, i
COc1ccc(C)cc1Nc1n[n+](-c2ccccc2)c(-c2ccc(SC)cc2)s1
    7.8*, i
COc1ccccc1CNC(=O)COC(=O)[C@H](Cc1c[nH]c2ccccc12)NC(=O)c1cccs1
    i, i
CCN(C(=O)COC(=O)c1[nH]c(=O)[nH]c(=O)c1N)c1ccccc1
    i, i
COc1ccc(/C=C2/Sc3ccc(C(=O)NCCCN4CCOCC4)cc3NC2=O)cc1OC
    i, i
O=C(c1noc2c1CCCC2)N1CCN(Cc2ccccc2)CC1
    i, i
COc1cccc(N(CC(=O)NC2CCCC2)C(=O)Cn2nnc(-c3ccc(C)o3)n2)c1
    i, i

Additional structures follow:
Results follow in this order: CHT allo act, CHT inh
Cc1cccc(C)c1NC(=O)COn1nnc2ccc(C(F)(F)F)cc21
    i, i
COc1ccc(CCN2CC(C(=O)NCc3nc(C)c(C)s3)CCC2=O)cc1 (centres undefined)
    i, i
O=C(NCc1ccccn1)NC1CCCCC1
    i, i
CCNc1c(NS(=O)(=O)c2ccc(C3CCCCC3)cc2)c(=O)oc2ccccc12
    i, i
COC(=O)c1ccc(CN2CCC(n3nccc3NC(=O)C3CCCC3)CC2)cc1
    i, i
CC(=O)N(C)c1ccc(OCC(O)CN(Cc2ccco2)S(=O)(=O)c2ccc(C)cc2)cc1 (centres undefined)
    i, i
COc1cc(/C=C2\SC(=S)N(CCC(=O)Nc3cccc(O)c3)C2=O)cc(OC)c1OC
    i, i
COc1ccc(CNC(=O)CN(c2ccc(OC)cc2)S(=O)(=O)c2c(C)nn(C)c2C)cc1
    i, i
CCCNC(=O)C1CC(c2ccccc2[N+](=O)[O-])=NO1 (centres undefined)
    i, i
Cc1ccccc1C(=O)OCC(=O)N(C)c1ccccc1
    i, i

Later entries
Results follow in this order: CHT allo act, CHT inh
O=C(COc1cccc(C(F)(F)F)c1)Nc1ccc(S(=O)(=O)N2CCCCC2)cc1
    i, i
CCOC(=O)C1=C(C)N=C2SC(C)C(=O)N2C1c1ccccc1 (centres undefined)
    i, i
COc1ccc2cc[nH]c2c1
    i, i
O=C(CSc1nnc(CNc2ccc(F)cc2)n1Cc1ccco1)NC1CC1
    i, i
COc1ccc(NC(=O)N/C=C/c2ccco2)cc1
    i, i
COc1cccc(NC(=O)NC2CCCCC2C)c1 (centres undefined)
    i, i
COc1cccc(NC(=S)NNC(=O)Cn2nc([N+](=O)[O-])cc2C)c1
    i, i
CCOC(=O)c1c(C)[nH]c(C(=O)OCC(=O)N2CC(C)OC(C)C2)c1C (centres undefined)
    i, i
Cc1ccccc1C(=O)N1CCC(n2nccc2NC(=O)CCOc2ccccc2)CC1
    i, i
COc1ccc(CNC(=O)N2CCN(c3cccc(Cl)c3)CC2)cc1OC
    i, i

The list continues:
Results follow in this order: CHT allo act, CHT inh
O=C(CSc1cccc[n+]1[O-])c1ccc(-c2ccccc2)cc1
    i, i
O=C(Nc1ccc(Oc2ccccc2)nc1)C1CCN(Cc2ccco2)CC1
    i, i
CN1C(=O)CSc2ccc(NC(=O)NCc3ccc(F)cc3)cc21
    i, i
O=C(NNC(=O)c1c(F)cccc1F)c1ccccc1OC(F)(F)F
    i, i
CC(=O)Nc1c(-c2ccc(F)cc2)nc2ccccn12
    i, i
O=c1[nH]c2ccc(S(=O)(=O)Nc3ccc(Cl)cc3)cc2o1
    i, i
CCOC(=O)c1cnc(-n2nc(C)cc2C)nc1N1CCOCC1
    i, i
NC1=C(O)C(=O)C(c2ccccc2)O1 (centres undefined)
    i, i
O=C(c1ccc(C(F)(F)F)cc1)N1CCC(=O)N(C(COCc2ccc(C(F)(F)F)cc2)Cc2ccccc2)CC1 (centres undefined)
    i, i
COc1ccccc1NC(=S)N1CC(C)OC(C)C1 (centres undefined)
    i, i

Next part:
| Structure | CHT allo act | CHT inh |
| --- | --- | --- |
| CS/C(=N\S(=O)(=O)c1ccc(Cl)cc1)c1ccccc1 | i | i |
| NC(=O)c1ccc(N=C2C(=O)Nc3ccc([N+](=O)[O-])cc32)cc1 | i | i |
| O=C(COc1ccc(S(=O)(=O)NCc2ccccc2)cc1Cl)N1CCOCC1 | i | i |
| COc1ccccc1/C=C1\CCC(C2CCCC2)C1=O (centres undefined) | i | i |
| O=C(CC(=O)Nc1ccccc1C(=O)O)NNC(=O)Cc1ccccc1 | i | i |
| NS(=O)(=O)c1ccc(CCNC(=O)C2CCN(S(=O)(=O)c3ccccc3)CC2)cc1 | i | i |
| Cc1csc(NC(=O)Cc2c(F)cccc2Cl)n1 | i | i |
| COc1ccc(C(c2nnnn2CC2CCCO2)N2CCC(C(N)=O)CC2)cc1 (centres undefined) | i | i |
| O=C(O)CC(C(=O)O)n1nc(-c2ccccc2)cc1-c1ccccc1 (centres undefined) | i | i |
| O=C(O)c1ccccc1NN=C1CCCCC1 | i | i |
| CN1CCN(C(=O)C2=C[C@@H](c3csc4ccccc34)C[C@@H](OCc3ccc(CO)cc3)O2)CC1 | i | i |
| CC1CCCCC1NC(=O)COC(=O)c1ccc2ccccc2n1 (centres undefined) | i | i |

Next structures.
| Structure | CHT allo act | CHT inh |
| --- | --- | --- |
| CC(C)N1CCN(c2ccc(S(=O)(=O)N3CCOCC3)cn2)CC1 | i | i |
| O=C(O)CC(NC(=O)c1sc2ccccc2c1Cl)c1ccc(OC2CCCC2)cc1 (centres undefined) | i | -5.2* |
| NC(=O)C1CCN(c2oc(/C=C/c3ccccc3)nc2S(=O)(=O)c2ccccc2)CC1 | i | i |
| O=C(CSc1nnc(-c2ccccn2)n1Cc1ccco1)c1ccc(-c2ccccc2)cc1 | i | i |
| Cc1ccc(CSCCNC(=O)c2ccccc2)cc1 | i | i |
| CCN1CCCC1CNC(=O)C(NC(=O)C1CCC(C)CC1)C(C)C (centres undefined) | i | i |
| CCN1CC=C2C(C#N)=C(N)C(C#N)(C#N)C(CCc3ccccc3)C2C1 (centres undefined) | i | i |
| Cc1ccc(NC(=O)C2CCCN(C(=O)c3ccc(Cl)cc3)C2)cc1C (centres undefined) | i | i |
| CCOC(=O)C1(Cc2ccccc2)CCN(Cc2cccn2-c2nccs2)CC1 | i | i |
| CCC1=Nc2cc(C(=O)NCCN3CCOCC3)ccc2Sc2ccccc21 | i | i |
| COc1ccc(N2C(=O)C3CCCN3C2c2cccc(C)c2)cc1 (centres undefined) | i | i |
| CC(OC(=O)c1ccc(S(=O)(=O)N(C)C)cc1)C(=O)Nc1ccc(Cl)cn1 (centres undefined) | i | i |

Continued:
| Structure | CHT allo act | CHT inh |
| --- | --- | --- |
| CCOc1ccc(/C(O)=C2/C(=O)C(=O)N(c3ccccn3)C2c2ccc(C)cc2)c(C)c1 (centres undefined) | i | i |
| Cc1ccccc1-c1nnn(CC(=O)NCc2ccc3c(c2)OCO3)n1 | i | i |
| CCOC(=O)CNC(=O)c1cn(CC(C)C)c(=O)c2cc(OC)c(OC)cc12 | i | i |
| O=C(c1nnc(Cc2ccc(Cl)cc2)o1)N1CCc2ccccc2C1 | i | i |
| C/C=C\C=C\C(=O)N1CC2(CC(c3cccc(NC(=O)/C(C)=C\C)c3)=NO2)C[C@H]1C(N)=O (some centres undefined) | i | i |
| Cc1ccc(CC(=O)Nc2nccs2)cc1 | i | i |
| O=C(CCN1C(=O)c2ccccc2C1=O)Nc1ccc(-c2nc3ccccc3s2)cc1 | i | i |
| Cc1ccc(C(=O)NC(C)c2ccc(S(N)(=O)=O)cc2)s1 (centres undefined) | i | i |
| COc1ccc(C(=O)N/N=C/c2ccc(OC)c(OS(=O)(=O)c3ccccc3)c2)cc1 | i | i |
| CCOC(=O)c1c(NC(=O)CSc2nnc(C)s2)sc2c1CCC(C)C2 (centres undefined) | i | i |
| O=C(Cc1cccs1)Nc1nc2c(s1)CCCC2 | i | i |
| CCCCc1cc(=O)oc2cc(C)cc(OCC(=O)Nc3ccccn3)c12 | i | i |

Continued.
| Structure | CHT allo act | CHT inh |
| --- | --- | --- |
| CCN(CC)C(=O)c1c(-c2ccccc2)oc2ccc(O)cc12 | i | i |
| O=C(CCCOc1ccc(Cl)cc1)N1CCOCC1 | i | i |
| Cc1ccc(C(=O)CSc2cc(C)[nH]c(=O)n2)cc1 | i | i |
| Cc1ccc(CNCC(=O)Nc2ccc(N3CCOCC3)cc2)cc1 | i | i |
| CCCC1=NN(C(=O)Cc2ccc(OC)c(OC)c2)C(O)(C(F)(F)F)C1 (centres undefined) | i | i |
| C=CCn1c(SCc2cc(C(=O)OC)c(C)o2)nnc1-c1ccncc1 | i | i |
| Cc1nc(NC(=O)c2ccccc2)sc1-c1csc(NCCc2ccccc2)n1 | i | i |
| O=[N+]([O-])c1ccc(N/N=C/c2cn(-c3ccccc3)nc2-c2ccccc2)cc1 | i | i |
| COc1ccc2nc(N3C(=O)CC(C(C)c4ccccc4)C3=O)sc2c1 (centres undefined) | i | i |
| CCCCOC(=O)Nc1nccs1 | i | i |
| O=C(Nc1ncc([N+](=O)[O-])s1)C1COc2ccccc2O1 (centres undefined) | i | i |
| CCOC(=O)N1CCC(NC(=O)c2cc3c(=O)[nH]c4ccccc4c3n2C)CC1 | i | i |
| Cc1c(Br)c([N+](=O)[O-])nn1C(C)C(=O)NCC1CCCO1 (centres undefined) | i | i |
| COc1ccccc1NC(=O)C(CC(C)C)NC(=O)C1CCCCC1 (centres undefined) | i | i |
| CCSc1nnc(-c2ccc(S(=O)(=O)N3CCCC3)cc2)n1C | i | i |

This is a random part of the collection, and some 1.5% of all compounds hit somewhere here.
